# From PubChem BioAssay
# KB-3-1 tox: kills parental KB-3-1 adenocarcinoma cells. KB-3-1 viability, CellTiter-Glo ATP luminescence, 72 h. Potency, µM (highest dose often 46.1 µM), for inactives: at the top dose activity change, negative = cytotoxic, usual class: cytotoxic. actives 1.4% (n = 400,000); also: potency is read from the fitted curve at half-maximal effect; % is scaled to controls: 0 for no effect and ±100 for the full control effect; nearly all actives have a fitted effect of over 60% in size
#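 Parental KB-3-1 adenocarcinoma cells in phenol-red-free DMEM with 10% FBS were pin-treated with compounds at several concentrations, incubated 72 h at 37 °C, and viability read by CellTiter-Glo luminescence; concentration-effect curves were fitted after normalization.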
# HT1080 IDH1KD tx: kills HT-1080 cells with IDH1 knockdown. Potency, µM (series often up to 46.1 µM), for inactives: at the highest dose activity, negative = toxicity, usual class: cytotoxic. HT-1080 IDH1 knockdown viability, ATP luminescence, 48 h. actives 2% (n = 360,000). AID 686971;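 also: potency is read from the fitted curve at half-maximal effect; 0% = DMSO wells and -100% = cell-free medium wells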
#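 Luminescent ATP read-out (CellTiter-Glo, 10 min at room temperature) after 48 h compound exposure at 37 °C gave viability of IDH1-knockdown HT-1080 cells. Activity was normalised to DMSO and cell-free wells, then fitted as concentration-response curves.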
# HT1080-NT tox: kills 2HG-producing HT-1080-NT fibrosarcoma cells; HT-1080-NT fibrosarcoma viability, CellTiter-Glo ATP luminescence, 48 h; Potency, µM (top dose mostly 46.1 µM), inactives show at the top dose activity, negative = less viability, actives largely listed as cytotoxic; actives 1.6% (n = 360,000); AID 686970;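 also: NT is the 2HG producing partner of a matched IDH1 knockdown line; potency is read from the fitted curve at half-maximal effect; 0% = DMSO-treated cells and -100% = media-only wells without cells; nearly all actives have a fitted effect of over 55% in size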
#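 Compounds were tested in concentration-response format on HT-1080-NT cells for 48 hours at 37 degrees C. Cell viability came from CellTiter-Glo luminescence; curves were classified by r2, response magnitude and activity.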
# MCF10A rerep: inducers of DNA re-replication in MCF 10A breast cells; MCF 10A DNA re-replication, Hoechst nuclear intensity, 48 h; Potency, µM (series often up to 46.1 µM), for the others: at the top dose activity, positive = re-replication, actives largely listed as activators; actives 2.9% (n = 350,000); also: potency is read from the fitted curve at half-maximal effect; % of control where 0% means no effect; nearly all actives have a fitted effect of over 50% in size
# SW480 rerep: DNA re-replication induction in SW480 cells. Potency, µM (titrated, usually from 46.1 µM), inactives show top-dose re-replication activation, usual class: activators. actives 1.8% (n = 340,000). SW480 DNA re-replication, Hoechst DNA content imaging, 48 h; also: potency is read from the fitted curve at half-maximal effect; % of control where 0% means no effect; nearly all actives have a fitted effect of over 55% in size
#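 Hoechst fluorescence of nuclei (405 nm excitation, 500-530 nm emission) measured by plate-scanning imager after 48 hr compound exposure at 37 C; re-replication scored as increased number of nuclei with elevated intensity.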
# HepG2 viability: HepG2 cytotoxicity, counter-screen for TGF-b inhibitors. HepG2 CAGA-GFP viability, ATP luminescence, 18 h. Potency, µM (highest dose often 46.1 µM), inactives show top-dose activity change, negative = cytotoxicity, actives largely listed as cytotoxic. actives 0.76% (n = 410,000). AID 588856; also: potency is read from the fitted curve at half-maximal effect; some results filed as inactive show a strong effect at the top dose
#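 HepG2 CAGA-GFP cells (1000/well, DMEM with 1% FBS) received compound, then TGF-beta at 500 pg/mL final, and were incubated 18 hours at 37 degrees C. Viability was read by CellTiter-Glo luminescence. Media-only wells were set as complete cell-killing and DMSO as no toxicity.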
# IL-1B inflam inh: blocks inflammasome-driven IL-1 beta release; AID 743279; THP-1 LPS/ATP IL-1B secretion, AlphaLISA, 16 h; stronger effect = lower value; actives 4.7% (n = 360,000); activity change, % at 57.5 µM; in the data active = activity change below about -50%; inconclusive = mostly about -30% to -49%; also: % is scaled to controls: 0 for no effect and ±100 for the full control effect
#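 THP-1 cells pretreated 1 hr with compounds (up to 57.5 uM final), then stimulated with LPS (250 ng/mL final) plus ATP (1.25 mM final); secreted IL-1B measured by AlphaLISA after 16 hr, decreased signal indicating inhibition.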
# ATXN2 expr inh: ATXN2 expression inhibition | AID 1745845 | actives 0.72% (n = 360,000) | Potency, µM (series often up to 57 µM), inactives show top-dose activity change, negative = inhibition, hits mostly inhibitors | HEK-293 ATXN2-luciferase reporter, luminescence, 24 h; also: potency is read from the fitted curve at half-maximal effect; % is scaled to controls: 0 for no effect and ±100 for the full control effect; nearly all actives have a fitted effect of over 55% in size
#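 ATXN2-luciferase reporter cells (luciferase flanked by upstream and downstream ATXN2 gene portions) were treated 24 h at 37 °C with compounds at up to 57 uM. SteadyGlo luminescence gave expression; GF-AFC fluorescence gave viability.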
# S2 tox: viability counter-screen for ATXN expression inhibitors | S2 cells (HEK-293 line with an ATXN2-luciferase reporter) viability, CellTiter-Fluor protease fluorescence, 24 h | Potency, µM (top dose mostly 56.7 µM), usual class: cytotoxic | actives 0.49% (n = 400,000) | AID 651635; also: potency is read from the fitted curve at half-maximal effect; nearly all actives have a fitted effect of over 40% in size
# An asterisk follows results filed as active; i = inactive; ? = inconclusive; / = no result given; & = joins results of further samples; [ ] = dose if it differs, or a comment. Unless noted, calls follow the shape of the dose curve; as a rule, active = well fitted curve in the direction sought with a large enough effect; inconclusive = small, poorly fitted or top-dose-only effect, or another doubt; inactive = no such curve, though single readings can be large; an effect the other way counts as inactive or inconclusive.
SMILES,KB-3-1 tox,HT1080 IDH1KD tx,HT1080-NT tox,MCF10A rerep,SW480 rerep,HepG2 viability,IL-1B inflam inh,ATXN2 expr inh,S2 tox
Cc1nnc(NC(=O)CSc2nc(N)c(NC(=O)c3cccs3)c(=O)[nH]2)s1,11%,9%,8%,1%,-4%,0%,16,4%,i
COC(=O)c1cc2c(cc1[N+](=O)[O-])OCO2,-7%,-1%,-3%,1%,0%,-15%,-4,-3%,i
O=C(Nc1c(C(=O)Nc2cccc(F)c2)oc2ccccc12)c1cc2ccccc2o1,-16%,/,/,/,/,3%,/,18%,i
CC1(C)C(N(O)C(=O)Nc2ccccc2)N(c2cccc(Cl)c2)C(=O)N1O (stereo unspecified),-2%,-1%,-7%,0%,1%,-12%,-6,-9%,i
COc1ccccc1NC(=O)CSc1nc(N)cc(N)n1,1%,-23%,4%,-6%,2%,-2%,-8,6%,i
O=C(O)CCNc1cc2ccccc2cc1C(=O)O,15%,3%,2%,14%,-3%,3%,11,-14%,i
Cc1nc(N2CCN(S(=O)(=O)c3ccc(Br)cc3)CC2)c2c(C)c(C)sc2n1,?,-1%,-21%,-29%,6%[1.84 µM],-8%,21,?,i
Cc1ccc(-n2nc(C)c(C3(O)C(=O)N(C)c4ccccc43)c2N)cc1 (stereo unspecified),-14%,0%,1%,-5%,6%,3%,0,10%,i
CC(C)N(Cc1ccccc1)C(=O)CN1c2cccc3cccc(c23)S1(=O)=O,/,3%,0%,0%,-2%,-8%,-4,-13%,i
CC(C)(C)CC(=O)NCc1cccs1,-1%,1%,2%,-7%,-8%,-7%,-6,1%,i
O=C(Nc1ccccc1C(=O)NC1CCCCC1)c1ccccc1,1%,-13%,-7%,-5%,-7%,-2%,-21,1%,i
COCCNC(=O)C(c1ccc(C)o1)N(C(=O)Cn1nnc2ccccc21)c1ccccc1 (stereo unspecified),1%,6%,5%,12%,-18%,12%,7,/,?
Nc1ccc(N(c2ccccc2)c2ccc(N)cc2)cc1,?,21µM*,16µM*,14%,?,-29%,17,?,i
Fc1ccc2nc(-c3ccccc3)nc(SCc3nnc(-c4ccccc4)o3)c2c1,15%,2%,4%,?,10%,-25%,34,2%,i
O=C(Cc1ccccc1[N+](=O)[O-])NNC(=O)c1ccncc1,-17%,-5%,-7%[9.24 µM],4%,?,-4%,-1,9%,i
O=C(NCCc1ccccn1)c1c(-c2ccsc2)sc2ccccc12,0%,2%,-3%,-11%,-9%,-5%,41,-1%,i
CCNC(=O)COC(=O)CCNC(=O)c1ccc(Cl)cc1,22%,3%,0%,-2%,0%,-9%,5,1%,i
COc1cccc(NC(=O)C2CCC(CNS(=O)(=O)c3cccc4cccnc34)CC2)c1 (stereo unspecified),19%,-2%,?,10%,-4%,-14%,-5,2%,i
O=C(NCCc1ccc(Cl)cc1)c1cc(S(=O)(=O)N2CCCC2)ccc1F,-28%,-17%,-7%,/,/,-39%,-5,/,i
CCSc1nccc(-c2nn(-c3ccc(C)cc3)ccc2=O)n1,2.1µM*,9.2µM*,10µM*,5.2µM*,7.3µM*,-17%,-3,-18%,i
CCOP1(=O)C=C(C(C)(C)C)OC1c1ccc(F)cc1 (stereo unspecified),0%,6%,3%,2%,-2%[9.22 µM],23%,8,-2%,i
Cc1nnc(N2CCN(c3ccccc3)CC2)c2c1nnn2Cc1ccc(F)cc1,17%,/,/,/,/,9%,/,16%,?
CC(=O)c1cc(F)c(N2CCN(CCC#N)CC2)cc1C,8%,15%,12%,1%,1%[9.22 µM],-40%,13,-4%,i
CC[C@@H](C)C(NC(=O)OC(C)(C)C)c1cn([C@@H](CCC(=O)OC(C)(C)C)C(=O)N2CCN(C(=O)OC(C)(C)C)CC2)nn1 (stereo partly specified),14%,8%,9%,-7%,?,-9%,?,9%,i
COc1ccccc1C(C(=O)c1ccccc1)c1ccc2ccccc2c1 (stereo unspecified),?,-15%,-4%,/,/,/,-71*,/,/
Cc1cccc(N2CCN(C(=O)Cn3cccc3C(=O)c3ccccc3)CC2)c1C,?,2%,3%,?,?,-14%,-26,-7%,i
O=C(Nc1ccc(N2CCOCC2)c(Cl)c1)c1ccc(F)cc1,-30%,0%,4%,?,-7%,0%,0,53%[activator],i
NC(=O)CSc1nnc(-c2cc(-c3cccs3)nc3ccccc23)o1,0%,-1%,0%,?,?,-3%,1,-5%,i
Cc1ccc(NC(=O)Nc2cccs2)cc1,?,-2%,-1%,6%,8%,-33%,-17,78%[activator],i
CC(=O)c1ccc(C(=O)N2CCc3c([nH]c4ccccc34)C2c2ccccn2)s1 (stereo unspecified),-3%,-17%,?,-1%,10%,-20%,-3,-6%,i
COc1cc2c(cc1OC)C(C)N(C(=O)c1ccc(Cl)c(S(=O)(=O)N3CCCCC3)c1)CC2 (stereo unspecified),12µM*,-19%,-23%,5%,18%,-2%,-16,-30%,?
CCC(C)NC(=O)C1CCN(S(=O)(=O)c2ccc(Br)s2)CC1 (stereo unspecified),4%,14%,3%,-39%[inhibitor],0%,9%,12,6%,?
CCNc1nc(NC(C)C)nc(Oc2ccc(OCc3ccccc3)nn2)n1,2%,-12%,-16%,9%,-1%,-15%,46,5%,i
O=C(CCS(=O)(=O)c1ccc(Br)cc1)Nc1cc(F)ccc1F,11%,1%,6%,0%,2%,2%,21,5%,i
Oc1ccc(Cl)c(CN2CCN(c3ncc(Cc4ccccc4)cn3)CC2)c1,?,?,?,/,/,/,2,/,/
COc1ccc2c(c1)c1c(c(=O)n(-c3ccccc3C)c(=O)n1Cc1cccc(C(F)(F)F)c1)n2C,3%,/,/,/,/,5%,/,8%,i
Fc1ccc(-c2csc(-c3ccncc3)n2)cc1,-12%,-21%,-25%,-3%,-2%,-16%,4,24%,i
Cn1c(=O)cc(SCC(=O)N2CCN(c3ccccc3)CC2)c2ccccc21,-3%&18%,1%,1%,4%,0%,-1%&-36%,-10,3%&22%,i
COc1ccc(NC(=S)NN(C)C(=S)Nc2ccc(OC)cc2)cc1,?,1.3µM*,1.5µM*,?,3.7µM*,9%,30,4%,i
CCN(CC(=O)Nc1c(F)cccc1F)C(=O)c1ccc2ccccc2n1,-2%,11%,0%,1%,-25%,-7%,3,-12%,i

# A second format for part of the listing above.
O=C(Cc1ccccc1[N+](=O)[O-])NNC(=O)c1ccncc1
  KB-3-1 tox: -17%; HT1080 IDH1KD tx: -5%; HT1080-NT tox: -7%[9.24 µM]; MCF10A rerep: 4%; SW480 rerep: ?; HepG2 viability: -4%; IL-1B inflam inh: -1; ATXN2 expr inh: 9%; S2 tox: i

Oc1ccc(Cl)c(CN2CCN(c3ncc(Cc4ccccc4)cn3)CC2)c1
  KB-3-1 tox: ?; HT1080 IDH1KD tx: ?; HT1080-NT tox: ?; MCF10A rerep: /; SW480 rerep: /; HepG2 viability: /; IL-1B inflam inh: 2; ATXN2 expr inh: /; S2 tox: /

# A few values from the list.
# HepG2 viability, `CC(=O)c1cc(F)c(N2CCN(CCC#N)CC2)cc1C` stands at -40%
# MCF10A rerep, `O=C(CCS(=O)(=O)c1ccc(Br)cc1)Nc1cc(F)ccc1F` stands at 0%
# MCF10A rerep, `CCNc1nc(NC(C)C)nc(Oc2ccc(OCc3ccccc3)nn2)n1` stands at 9%
# KB-3-1 tox, `CC[C@@H](C)C(NC(=O)OC(C)(C)C)c1cn([C@@H](CCC(=O)OC(C)(C)C)C(=O)N2CCN(C(=O)OC(C)(C)C)CC2)nn1` (stereo partly specified) stands at 14%
# KB-3-1 tox, `Cc1nnc(N2CCN(c3ccccc3)CC2)c2c1nnn2Cc1ccc(F)cc1` stands at 17%
# IL-1B inflam inh, `O=C(Nc1ccc(N2CCOCC2)c(Cl)c1)c1ccc(F)cc1` stands at 0

# More results follow:
SMILES,KB-3-1 tox,HT1080 IDH1KD tx,HT1080-NT tox,MCF10A rerep,SW480 rerep,HepG2 viability,IL-1B inflam inh,ATXN2 expr inh,S2 tox
Cc1ccc(N2CC(O)=C(c3nc4ccccc4c(=O)[nH]3)C2=N)cc1C,-7%,?,?,?,-2%,1%,-9,-23%,i
Cc1cccc(NC(=O)CSCC(=O)Nc2ccccc2C(=O)N2CCCCC2)c1,-1%,7%,4%,/,/,-23%,-21,/,i
CCc1ccc(C(=O)NCc2ccc(Cl)cc2Cl)cc1,19%,2%,5%,-1%,-1%,-25%,-52*,19%,i
COC(=O)c1ccc(C23CC4(C2)[C@H](CN(Cc2ccc(C(F)(F)F)cc2)[C@@H]4c2ccccc2)C3c2ccccc2)cc1 (stereo partly specified),4%,-4%,-8%,?,0%[9.22 µM],-9%,24,0%,i
O=c1[nH]c(=O)n(-c2ccccc2)c2c1C(C(F)(F)F)(C(F)(F)F)N=C(C1CCCCC1)N2,-7%,5%,7%,0%,-1%,-1%,-15,?,i
Cc1cccc(NC(=S)NCCc2ccc(F)cc2)c1C,-17%,-7%,-12%,4%,10%,-20%,-8,/,?
Cc1cc(C)n2nc(C(=O)OCC(=O)N3CCC3)nc2n1,-9%,11%,5%,1%,-1%,-10%,-5,-3%,i
O=C(Cc1ccccc1)N(c1ccccc1)c1ccccc1,-8%,1%,-5%,5%,-6%,-37%,-3,8%,i
Cc1cc(Br)cn2c(Cc3ccccc3C(F)(F)F)c(-c3ccccc3)nc12,-13%,1%,8%,/,/,/,43,21%,i
COc1ccccc1C(=O)C1CCCN(C(=O)C2CCCC2)C1 (stereo unspecified),14%,12%,26%,1%,13%,9%,28,/,i
